# ASAP1 inh = inhibitors of human ASAP1 ArfGAP activity, primary screen, biochemical, fluorescence polarization. ASAP1-stimulated ARF1 GTP hydrolysis, GDP FP detection. AID 624377, 2012. Arf-GAP with SH3 domain, ANK repeat and PH domain-containing protein 1 (Homo sapiens), …. inhibition, % at 16.5 µM. 360,000 compounds, 0.19% hits; in the data active = inhibition above about 25%;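 also: 0% = vehicle with enzyme and substrate and 100% = no enzyme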
# PLC-beta3 inh = human PLC-beta3 inhibitors, primary screen, biochemical, fluorescence; 1-phosphatidylinositol 4,5-bisphosphate phosphodiesterase beta-3 (Homo sapiens), Q01970; Purified PLC-beta3, fluorogenic substrate; inhibition, % at 12.2 µM; 370,000 compounds, 0.18% hits; AID 720704, 2013; in the data active = inhibition above about 11%;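 also: 0% = median of compound wells on plate and 100% = full blocker control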
# DDE Tn7 FP inh = inhibitors of Tn7 peptide binding to fibrin DD(E), primary screen, biochemical, fluorescence polarization, human fibrin, Tn7 probe; Fibrinogen beta chain (Homo sapiens), P02675; FP displacement of FITC-Tn7 peptide from fibrin DD(E); 0% = median of compound wells per plate; inhibition, % at 8.3 µM; 370,000 compounds, 0.13% hits;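 active = inhibition above the mean of compounds falling within the control limits plus 3 SD of them, cut at about 14% in these data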;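 also: 0% = plate median of compound wells and 100% = 10 µM Aha-Tn7 peptide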
#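 Measure: % inhibition scaled between sample-field median and high-control FP; Test system: human fibrin DD(E); Quantity: 2 µM final DD(E) protein; Doses: one dose, 8.3 µM nominal; Schedule: compound with protein 10 min, then 3 h after probe, room temperature; Detection: fluorescence polarization; Medium: Tris buffer with calcium and detergent, pH 7.8.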
# KLK7 zymogen act = proKLK7 zymogen activators, primary screen, biochemical, fluorescence intensity; 370,000 compounds, 0.9% hits; activation, % at 7 µM; purified proKLK7, EDANS-DABCYL substrate fluorescence; 100% is mature enzyme control, 0% vehicle;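 active = activation above the mean of all tested compounds plus 3 SD, computed per campaign excluding outliers beyond control limits, cut at about 13% in these data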
# ARFGAP1 inh = inhibitors of rat ARFGAP1 GAP activity, primary screen, biochemical, fluorescence polarization, GDP tracer; ADP-ribosylation factor GTPase-activating protein 1 (Rattus norvegicus), Q62848; Arfgap1-stimulated ARF1 GTP hydrolysis, GDP FP detection; inhibition, % at 16.5 µM; 360,000 compounds, 0.26% hits; AID 651572, 2012;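 active = inhibition above a per-plate limit, mean inhibition of low control wells plus 3 SD, cut at about 25% in these data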;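 also: 0% = DMSO wells with enzyme and 100% = wells lacking Arfgap1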
# Target sequence (Q62848 1-136 limits assumed): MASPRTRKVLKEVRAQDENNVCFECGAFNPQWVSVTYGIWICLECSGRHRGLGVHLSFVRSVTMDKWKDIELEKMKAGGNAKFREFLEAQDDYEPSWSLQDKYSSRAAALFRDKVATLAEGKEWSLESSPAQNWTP
#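 Material: truncated rat Arfgap1 GAP domain; Incubation: compound-enzyme preincubation 20 min, reaction 120 min, detection 60 min, 25 °C; Read-out: percent inhibition of Arfgap1-stimulated GTP hydrolysis; Technique: FP, GDP Alexa 633 tracer displaced from anti-GDP antibody, 620/688 nm; Controls: No-Arfgap1 wells (100%) versus DMSO full-reaction wells (0%); Replication: single well per compound.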
# PLC-gamma1 inh = PLC-gamma1 enzyme inhibitors, primary screen, biochemical, fluorescence, purified enzyme. 1-phosphatidylinositol 4,5-bisphosphate phosphodiesterase gamma-1 (Homo sapiens), P19174. fluorogenic substrate. inhibition, % at 12.2 µM. 370,000 compounds, 0.84% hits; in the data active = inhibition above about 9.5%
# MBD2 DNA inh = inhibitors of MBD2 binding to methylated DNA, primary screen, biochemical, TR-FRET, DNA-binding domain, human; inhibition, % at 4.4 µM; AID 686964, 2013; Methyl-CpG-binding domain protein 2 (Homo sapiens), Q9UBB5; 370,000 compounds, 0.31% hits; MBD2 binding to methylated oligonucleotide; in the data active = inhibition above about 13%
# ADAM17 inh = ADAM17 inhibitors, primary screen, biochemical, QFRET. recombinant ADAM17, EDANS/DABCYL FRET peptide cleavage. inhibition, % at 6.95 µM. 370,000 compounds, 0.83% hits. AID 720648, 2013;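 active = inhibition above the mean of compounds lying between control limits plus 3 SD, set per campaign, cut at about 8.5% in these data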;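 also: 0% = DMSO-only wells as the low control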
# DDE Tn6 FP inh = inhibitors of Tn6 peptide binding to fibrin DD(E), primary screen, biochemical, fluorescence polarization, human fibrin, Tn6 probe. Fibrin DD(E) TRITC-Tn6 fluorescence polarization displacement. inhibition, % at 8.3 µM. 370,000 compounds, 0.21% hits. AID 720509, 2013;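 active = inhibition above a per-campaign cutoff: mean of compounds within control limits plus 3 SD, cut at about 15% in these data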;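 also: 0% = median of all compound wells on the plate and 100% = blocking peptide control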
# UHRF1 MBD2 ctr = UHRF1 methylated DNA binding inhibitors, primary screen, counter-screen for MBD2 inhibitor project, biochemical, TR-FRET, human UHRF1, single concentration; E3 ubiquitin-protein ligase UHRF1 (Homo sapiens), Q96T88; 370,000 compounds, 0.75% hits; inhibition, % at 4.4 µM; UHRF1 binding to methylated oligo; in the data active = inhibition above about 21%;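 also: UHRF1 SRA domain binding a hemimethylated CpG hairpin DNA probe; 0% = median of test compound wells and 100% = reference inhibitor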
# Target sequence (Q96T88 whole entry, looked up, the tested form may be a part): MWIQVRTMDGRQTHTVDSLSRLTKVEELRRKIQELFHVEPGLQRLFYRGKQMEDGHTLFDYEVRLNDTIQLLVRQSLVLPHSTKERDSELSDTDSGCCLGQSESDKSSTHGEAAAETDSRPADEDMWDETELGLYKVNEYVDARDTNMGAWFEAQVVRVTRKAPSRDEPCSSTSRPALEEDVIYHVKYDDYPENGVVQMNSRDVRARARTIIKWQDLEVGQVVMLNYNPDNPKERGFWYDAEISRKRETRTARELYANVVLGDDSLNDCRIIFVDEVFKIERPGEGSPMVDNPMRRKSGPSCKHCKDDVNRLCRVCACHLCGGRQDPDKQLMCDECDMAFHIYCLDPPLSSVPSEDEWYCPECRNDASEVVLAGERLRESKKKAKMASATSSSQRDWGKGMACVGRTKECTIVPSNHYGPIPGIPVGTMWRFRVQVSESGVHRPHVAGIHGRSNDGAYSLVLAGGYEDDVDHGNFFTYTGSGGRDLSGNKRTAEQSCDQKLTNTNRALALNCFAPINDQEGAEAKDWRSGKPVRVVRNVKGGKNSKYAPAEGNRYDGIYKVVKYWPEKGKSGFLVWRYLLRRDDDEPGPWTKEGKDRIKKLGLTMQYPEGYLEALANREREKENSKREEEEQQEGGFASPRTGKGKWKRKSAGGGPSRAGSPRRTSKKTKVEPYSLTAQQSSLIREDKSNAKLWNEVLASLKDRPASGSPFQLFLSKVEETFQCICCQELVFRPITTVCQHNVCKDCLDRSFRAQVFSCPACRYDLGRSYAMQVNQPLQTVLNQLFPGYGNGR
# The depositor's hits bear a star; i = inactive; . = no result given. Rows are unselected. About 4.1% of those tested had a hit in this group.
entry	smiles	ASAP1 inh	PLC-beta3 inh	DDE Tn7 FP inh	KLK7 zymogen act	ARFGAP1 inh	PLC-gamma1 inh	MBD2 DNA inh	ADAM17 inh	DDE Tn6 FP inh	UHRF1 MBD2 ctr
1	COC(=O)C1=C(C)NC2=C(C(=O)CC(c3cccs3)C2)C1c1ccsc1 (stereo not given)	8	i	6	6.7	-4	-406	-4	-150	2	1
2	COC(=O)c1ccc(C2C(C(=O)c3cc4ccccc4o3)=C(O)C(=O)N2c2cc(C)on2)cc1 (stereo not given)	-5	-35	3	0.1	-3	-17	1	-6	2	0
3	COC(=O)c1cc(OC)c(OC)cc1NC(=O)c1cc(C(C)(C)C)oc1C	-11	-4	-8	8.4	3	2	1	0	3	0
4	CCOc1ccccc1NC(=O)COC(=O)CC(C)(C)CC1=NS(=O)(=O)c2ccccc2N1	4	-5	4	0.2	9	-1	3	-3	4	0
5	CCOc1ncnc2c1[nH]c1ccccc12	1	-41	2	2.9	3	-39	-3	-56	0	-1
6	CCCCN(C)c1c(C)nc2ccc(C(=O)N(C)CCN(C)C)cn12	-4	5	6	0.1	-2	-1	-3	-2	-5	-1
7	CC(C)(C)c1cc(/C=N/O)cc(C(C)(C)C)c1O	-2	-2	1	0.3	-4	-2	-2	1	2	-2
8	CC(=O)c1ccc(-c2cccs2)s1	3	i	-2	63*	5	i	-1	i	0	11
9	COc1ccc(/C=C(\NC(=O)c2ccc(OCC(C)C)cc2)C(=O)OCc2ccco2)cc1	10	-1	1	-0.7	-3	-2	-6	7	6	0
10	O=C1CCC2(CCC(c3ccc(Cl)cc3)CC2)N1CCO (stereo not given)	.	-2	-6	-0.7	.	2	-1	2	-4	-1
11	CCN1C(=O)[C@H]2[C@@H](c3ccc(-c4ccc(F)cc4)cc3)N[C@@](Cc3ccccc3)(C(=O)OC)[C@H]2C1=O	8	3	-1	-0.2	12	0	-1	7	-5	5
12	O=C(Nc1ccc2c(c1)C(=O)NC2=O)c1ccccc1Cl	-23	-354	4	-78	-4	-284	-2	-136	-1	1
13	COc1ccc(C(C)=NNC(=O)c2cccc(S(=O)(=O)N3CCCC3)c2)cc1	-11	-5	1	-0.5	-11	-7	-5	-1	5	-2
14	CCOC(=O)N1CCC(Nc2ccc(N3C(=O)C4CCCCC4C3=O)cc2[N+](=O)[O-])CC1 (stereo not given)	2	-1	-1	0.0	-5	-1	-2	-1	-2	-9
15	CCN(CC(=O)Nc1ccccc1OC)C(=O)c1cc(S(=O)(=O)N2CCCCCC2)ccc1OC	17	0	-3	0.5	14	3	2	-5	-4	5
16	Cc1cc(C(=O)N/N=C/c2cn(C)nc2C)c2ccccc2n1	0	-4	-1	-0.2	15	3	1	3	-3	1
17	COC(=O)Cn1c(=O)oc2ccc(C)cc21	-9	-7	0	0.6	7	-3	0	-4	3	4
18	COc1ccc(CN2CCNC(=O)C2CC(=O)N(C)Cc2ccncn2)c(OC)c1 (stereo not given)	12	-3	0	0.0	17	-4	0	-3	-1	-2
19	CN(C(=O)Cc1csc(-c2ccccc2)n1)c1c(N)n(Cc2ccccc2)c(=O)[nH]c1=O	7	-10	2	0.0	8	-5	-5	-5	-1	-2
20	O=C(C[C@@H]1C/C=C\C[C@H](Cc2ccc(F)cc2)C(=O)OC[C@H]2CCCN2C1=O)N[C@H](CO)Cc1ccccc1	-7	3	4	0.0	0	0	-3	0	2	1
21	COc1ccc(-c2c(C)n([O-])c(C)c(C)[n+]2=O)cc1	6	-3	-6	-0.4	0	-1	2	-3	-3	1
22	Cc1nc(N2CCN(c3ccccn3)CC2)c2c(C)c(C(=O)Nc3c(C)cc(Br)cc3C)sc2n1	-9	-6	1	-0.6	2	2	-4	-2	-6	0
23	COc1cc(CN2CCC(C(=O)NC3CCCC3)CC2)cc(Br)c1O	8	1	0	-0.4	13	2	1	1	-2	0
24	Cc1nnc(NC(=O)CN2CCN(Cc3ccccc3Cl)CC2)s1	-14	-5	-3	-0.4	2	-4	-1	2	-6	-2
25	CC1=C(C(=O)N(C(C)C)C(C)C)CC(CC(=O)NCc2cccs2)C(=O)N1CCC1=CCCCC1 (stereo not given)	3	0	0	0.3	-1	0	3	0	-4	-1
26	NC1=C([N+](=O)[O-])C(c2ccc3c(c2)OCO3)C2=C(CCCC2=O)O1 (stereo not given)	5	-5	0	-0.3	-11	-1	2	-7	0	2
27	O=C(CSc1nnc(-c2ccccn2)n1-c1ccc(Cl)cc1)Nc1ccc2c(c1)OCCO2	.	1	7	-0.5	.	-2	0	3	-2	3
28	CC(C)(C)c1ccc(C(=O)N2CCNCC2)cc1	3	9	-1	0.1	-7	3	4	4	-3	7
29	Cc1ccc(NC(=O)c2ccccc2[N+](=O)[O-])nc1	-10	3	6	0.5	-7	0	0	-4	5	-1
30	Cc1cc(C(=O)CSc2nncs2)c(C)n1-c1c(C)n(C)n(-c2ccccc2)c1=O	-7	0	3	-0.2	-4	-1	2	-1	0	3
31	COC(CNC(=O)C(=O)NCC1OCCN1C(=O)c1ccc(Cl)cc1)OC (stereo not given)	6	-2	0	0.3	3	0	-1	1	1	0
32	COc1cc(/C=N/NC(=O)c2cccs2)ccc1OCc1ccccc1	19	-41	5	0.6	-1	-25	7	-5	-7	3
33	COc1ccc(/C(C)=N/NC(=O)c2ccc3nc[nH]c3c2)cc1	6	1	-4	-0.2	3	-1	-2	1	0	1
34	Cc1cc(C(=O)N/N=C/c2cc([N+](=O)[O-])cc(C)c2O)n[nH]1	-9	-2	8	0.1	5	-2	-1	4	-5	-5
35	COc1ccc(C(C(=O)NC(C)C)N(C(=O)CCC(=O)Nc2nccs2)c2ccccc2F)cc1 (stereo not given)	-8	2	-3	-0.4	7	1	1	1	4	-1
36	Cc1cc(-c2ccccc2)nc(SCC(=O)c2cccc([N+](=O)[O-])c2)n1	8	3	-8	-0.4	18	4	2	3	-8	1
37	C=CCN(C(=O)c1csnn1)C(C(=O)NCc1ccc(F)cc1)c1ccc(F)cc1 (stereo not given)	6	-3	-5	-0.6	1	0	-2	-1	-2	0
38	CCCn1c(=O)n(C)c(=O)c2c(SCc3cc(C(C)=O)ccc3OCC)nc(C3CC3)nc21	2	-3	-6	0.5	-18	-1	-1	-4	6	-1
39	CCOC(=O)c1c2ccc(OCC(=O)N/N=C/c3ccc(Cl)cc3)cc2n2ccccc12	6	-124	-1	-1.4	10	-103	10	-20	-12	10
40	COc1ccc(C(CNC(=O)c2ccco2)N2CCCC2)cc1 (stereo not given)	2	-13	-1	-0.5	-9	-2	8	-7	-5	11
41	CCOC(=O)NN1C(=O)c2ccccc2NC1(C)C	5	-477	0	8.7	0	-440	1	-399	-1	-3
42	CC(=O)Oc1c(S(=O)(=O)c2ccc(C)cc2)c(C)nn1-c1ccccc1	-6	3	-2	-0.2	13	6	0	-3	4	-2
43	CN(C)c1nc(-c2cccs2)cc(C(F)(F)F)c1C#N	3	-159	6	-7.0	-8	-112	-3	-36	2	0
44	Cc1nc2ccccc2n1CCc1ccccc1	13	-4	-8	-0.1	9	1	1	-3	-5	0
45	Cc1cccc(N(CC(=O)N2CCCC2)S(C)(=O)=O)c1C	-15	3	1	1.0	-6	2	3	-4	2	-4
46	COc1cc(CNC(C)(C)CO)cc(Br)c1OCc1ccc(Cl)cc1	8	1	1	0.0	-7	1	3	-4	-1	0
47	Cc1cc(=O)[nH]c2nnnn12	2	-1	-1	0.0	2	3	-3	-4	0	-3
48	COc1ccc2c(c1)N(C)/C(=C1/SC(=NCc3ccccc3)N(c3ccccc3)C1=O)S2	-6	5	-3	-0.6	-2	4	-3	7	3	2

# Gathered by group: the entries above with a Cl atom.
entry	smiles	ASAP1 inh	PLC-beta3 inh	DDE Tn7 FP inh	KLK7 zymogen act	ARFGAP1 inh	PLC-gamma1 inh	MBD2 DNA inh	ADAM17 inh	DDE Tn6 FP inh	UHRF1 MBD2 ctr
10	O=C1CCC2(CCC(c3ccc(Cl)cc3)CC2)N1CCO (stereo not given)	.	-2	-6	-0.7	.	2	-1	2	-4	-1
12	O=C(Nc1ccc2c(c1)C(=O)NC2=O)c1ccccc1Cl	-23	-354	4	-78	-4	-284	-2	-136	-1	1
24	Cc1nnc(NC(=O)CN2CCN(Cc3ccccc3Cl)CC2)s1	-14	-5	-3	-0.4	2	-4	-1	2	-6	-2
27	O=C(CSc1nnc(-c2ccccn2)n1-c1ccc(Cl)cc1)Nc1ccc2c(c1)OCCO2	.	1	7	-0.5	.	-2	0	3	-2	3
31	COC(CNC(=O)C(=O)NCC1OCCN1C(=O)c1ccc(Cl)cc1)OC (stereo not given)	6	-2	0	0.3	3	0	-1	1	1	0
39	CCOC(=O)c1c2ccc(OCC(=O)N/N=C/c3ccc(Cl)cc3)cc2n2ccccc12	6	-124	-1	-1.4	10	-103	10	-20	-12	10
46	COc1cc(CNC(C)(C)CO)cc(Br)c1OCc1ccc(Cl)cc1	8	1	1	0.0	-7	1	3	-4	-1	0
